# Source: PubChem BioAssay (NCI)
# NCI-60 one-dose screen, 48 h, at 10 µM unless noted. Numbers give growth in % (100 = growth as untreated, 0 = no growth, -100 = all killed).
# HCT-15: HCT-15 colon cancer | 82,000 compounds, 5.2% hits | AID 1794746
# SNB-75: SNB-75 CNS cancer; 79,000 compounds, 5% hits; AID 1794750
# SNB-19: SNB-19 CNS cancer cells. 81,000 compounds, 2.5% hits. AID 1794751
# KM12: KM12 colon cancer cells. 82,000 compounds, 5% hits. AID 1794800
# HCT-116: HCT-116 colon cancer. 82,000 compounds, 7.3% hits
# SW-620: SW-620 colon cancer. 82,000 compounds, 5.2% hits. AID 1794795
# HCC-2998: HCC-2998 colon cancer | 79,000 compounds, 4.7% hits | AID 1794799
# SF-295: SF-295 CNS cancer cells. 79,000 compounds, 5.6% hits
# SF-539: SF-539 CNS cancer | 81,000 compounds, 6.8% hits
# * = called active by the depositor; x = no result given; & = joins results of further samples; [ ] = another dose, or the depositor's remark. How the source made its calls: active means growth percent below 10; inactive means the rest.
Structure,HCT-15,SNB-75,SNB-19,KM12,HCT-116,SW-620,HCC-2998,SF-295,SF-539
COc1cccc(CNc2nnc(C)c(C)n2)c1O,99,100,93,107,100,109,96,97,100
CN1C(CCl)Nc2cc(Cl)c(S(N)(=O)=O)cc2S1(=O)=O (stereo not given),86&98,107&88,97&105,108&94,101&98,121&104,124&109,152&98,97&95
COC(OC)C1(c2ccccc2)NC(=O)NC1=O (stereo not given),110,94,106,115,99,109,101,121,114
CCCCCCCCCCOc1ccc(C(=O)c2ccc(OCCCCCCCCCC)cc2O)cc1,106,106,105,105,96,104,103,106,102
O=C(c1c[nH]c2ccccc12)c1n[nH]c(=S)n1-c1cccc(Cl)c1,101,86,93,89,99,97,111,104,107
c1ccc(Nc2ncc3c(n2)-c2cccn2CC3)cc1,33,83,103,28,92,102,48,99,87
O=C1c2ccccc2NC(c2cn(-c3ccccc3)nc2-c2ccccc2)N1Cc1ccccc1 (stereo not given),75,73,78,79,65,94,96,76,82
CCC(CC)C(=O)Oc1c(C(=O)N(C)C)cccc1-c1ccccc1,99,82,100,109,x,106,x,103,97
Cn1cc(/C=C(/SS/C(=C/c2cn(C)c3cccc(C(=O)O)c23)C(=O)O)C(=O)O)c2c(C(=O)O)cccc21,99,89,102,103,118,116,100,105,99
CCCCCCN(CCCCCC)CC(O)c1ccc(Br)c2ccccc12 (stereo not given),84,96,93,94,56,65,87,61,89

# 2 entries picked at random from the list so far, as already listed:
Structure,HCT-15,SNB-75,SNB-19,KM12,HCT-116,SW-620,HCC-2998,SF-295,SF-539
COc1cccc(CNc2nnc(C)c(C)n2)c1O,99,100,93,107,100,109,96,97,100
O=C1c2ccccc2NC(c2cn(-c3ccccc3)nc2-c2ccccc2)N1Cc1ccccc1 (stereo not given),75,73,78,79,65,94,96,76,82

# (continued)
Structure,HCT-15,SNB-75,SNB-19,KM12,HCT-116,SW-620,HCC-2998,SF-295,SF-539
CNC(=O)c1c(NC(=O)c2ccccc2C(F)(F)F)sc2c1CCC(=O)C2,9.1*,93,41,19,8.2*,21,62,82,14
Nc1ccc(NC(=O)Nc2ccc(N)cc2)cc1,108&96,103&86,105&93,105&123,94&102,104&98,97,104&106,94&90
Cc1cc(-c2ccc(N=C=O)c(C)c2)ccc1N=C=O,108,86,99,108,95,97,101,98,98
NS(=O)(=O)c1ccc(-n2nc(-c3ccc(Br)cc3)ccc2=O)cc1,43[100 µM],8.3*[100 µM],36[100 µM],50[100 µM],35[100 µM],63[100 µM],92[100 µM],x,67[100 µM]
CC(=O)C1=C(C)NC(NN)=NC1c1ccc(Cl)cc1 (stereo not given),99,87,99,102,98,100,102,99,103
CCCc1nc2ccccn2c1Nc1ccc(C(=O)NO)cc1,90,82,85,97,85,86,91,94,99
CCCCC1COc2cccc3c2N1C=C/C3=C\C(=O)N(C)c1ccccc1 (stereo not given),86,72,52,65,36,73,71,52,84
COc1cc(/C=N/NC(=O)c2cnn(CC(O)c3ccccc3)c2N)ccc1OCc1ccccc1 (stereo not given),86,107,91,69,93,121,116,97,90
C/C(=N\NC(=S)Nc1ccc(C)cc1)c1sc(Nc2ccccc2)nc1C,66,86,97,74,100,100,107,84,95
O=C(Cn1cc(CSc2nc3ccccc3o2)nn1)Nc1ccc(F)cc1F,107,103,101,116,109,112,111,106,106
CCC(CCc1ccccn1)C(=O)c1ccccc1 (stereo not given),103,117,106,107,95,100,66,93,94
Cc1ccc(-n2c(/C=C3\C(=O)Nc4ccccc43)ccc2CO)cc1,31,41,81,19,53,43,96,70,69
CN(C)c1ccc2[nH]c3ccccc3c2c1,78,91,100,107,97,96,114,97,102
CC[N+](CCCCCCCCCC[N+](CC)(c1ccccn1)c1ccccn1)(c1ccccn1)c1ccccn1,59,6.8*,13,5.0*,9.1*,10,13,-71*,11
CSc1nc(-c2ccc(O)cc2O)c2c(=O)[nH]c(Nc3ccc(S(=O)(=O)Nc4nc(C)cc(C)n4)cc3)nc2n1,104,73,96,102,101,108,93,x,108
CCc1ccccc1NC(=S)Nc1ccccc1CC,90,87,99,97,92,91,103,94,105
C#CC(O)c1cn(Cc2ccccc2)c2ccccc12 (stereo not given),101,85,108,102,97,110,95,92,99
COc1ccc(/C=C/c2c(C(=O)/C=C/c3ccccc3)c(C)nc3ccccc23)cc1,-26*,29,16,3.0*,-70*,2.0*,12,22,-40*
COc1ccc(C(=O)N2NC(=O)/C(=C/c3cn(-c4ccccc4)nc3-c3ccccc3)N=C2c2ccccc2)cc1,98,x,89,99,95,109,107,87,115
CCCCCCCCCCCCCCCCC(Br)C(=O)O (stereo not given),83,87,105,111,105,116,102,94,86

# Profiles, quoted from the list. Order of values: HCT-15, SNB-75, SNB-19, KM12, HCT-116, SW-620, HCC-2998, SF-295, SF-539
# CC[N+](CCCCCCCCCC[N+](CC)(c1ccccn1)c1ccccn1)(c1ccccn1)c1ccccn1 is listed as 59, 6.8*, 13, 5.0*, 9.1*, 10, 13, -71*, 11
# COc1ccc(C(=O)N2NC(=O)/C(=C/c3cn(-c4ccccc4)nc3-c3ccccc3)N=C2c2ccccc2)cc1 is listed as 98, x, 89, 99, 95, 109, 107, 87, 115
# C#CC(O)c1cn(Cc2ccccc2)c2ccccc12 (stereo not given) is listed as 101, 85, 108, 102, 97, 110, 95, 92, 99
# CCC(CCc1ccccn1)C(=O)c1ccccc1 (stereo not given) is listed as 103, 117, 106, 107, 95, 100, 66, 93, 94

# (list continues)
Structure,HCT-15,SNB-75,SNB-19,KM12,HCT-116,SW-620,HCC-2998,SF-295,SF-539
Cc1c2c(cc3c1OCN(Cc1ccccc1)C3)OCN(Cc1ccccc1)C2,93,83,95,97,95,104,94,96,99
O=C(NCCc1ccccc1O)c1cc2c(cc1[N+](=O)[O-])OCO2,99,100,96,102,120,104,103,100,99
COC(=O)c1c(C)[nH]c2c3c(c(O)cc12)[C@H]1C[C@@H]2[C@@]4(C)CCCC(C)(C(=O)OC)[C@@H]4CC[C@@]32C=C1C(C)C (stereo not given in full),91,100,86,83,69,97,90,95,90
O=c1nc2sccc(-c3ccc(F)cc3)c-2s1,103,95,92,105,95,104,102,97,98
Cc1ccc([I+]c2ccc(C)cc2)cc1,95,81,71,47,22,49,54,59,57
O=C1/C(=C/c2ccc(-c3ccccc3C(F)(F)F)o2)SC(=S)N1CCc1ccc(O)cc1,30,29,88,28,34,32,81,54,54
O=C(CN1C(=O)/C(=C\c2ccccc2)SC1=S)Nc1ncc(Cc2ccc(Cl)cc2)s1,97,93,97,102,106,107,101,93,99
COc1cc(/C=C\c2cc(/C=C\c3ccc(O)c(OC)c3)n(C(=O)Nc3ccccc3OC)n2)ccc1O,104,100,102,100,x,105,103,98,97
CCn1cc(C(=O)O)c(=O)c2cc(F)c(N3CCN(S(=O)(=O)c4ccc(Cl)cc4)CC3)cc21,16,42,21,4.3*,4.8*,24,24,3.9*,22
COC(=O)C(N)Cc1ccc(O)cc1 (stereo not given),114,95,97,102,99,101,106,93,105

# Reprinted from the part before: two compounds, then new ones.
Structure,HCT-15,SNB-75,SNB-19,KM12,HCT-116,SW-620,HCC-2998,SF-295,SF-539
CCn1cc(C(=O)O)c(=O)c2cc(F)c(N3CCN(S(=O)(=O)c4ccc(Cl)cc4)CC3)cc21,16,42,21,4.3*,4.8*,24,24,3.9*,22
COC(=O)C(N)Cc1ccc(O)cc1 (stereo not given),114,95,97,102,99,101,106,93,105
COc1cc(-c2cc3ncccc3c3[nH]c(=O)c4cccnc4c23)cc(OC)c1OC,31,-3.4*,54,31,18,33,49,13,5.4*
CCOC(=O)C(=O)CC(=O)c1ccccc1,102,92,100,96,98,98,101,104,100
Cc1[nH]c2ccccc2c1/C=N/Nc1ncnc2sc3c(c12)CCN(CC(=O)O)C3,109,84,97,104,92,94,101,105,97
C/C(=N\NC(=S)n1[nH]c(=O)c2ccccc2c1=O)c1ccc([N+](=O)[O-])cc1,98,81,102,100,88,x,114,100,96
COc1ccc(/C=N/NC(=O)Cc2nc3ncccc3[nH]c2=O)cc1,103,100,94,98,107,99,107,98,85
O=C1Nc2ccc(Cl)cc2/C1=N/N=C(c1ccccc1)c1ccccc1,87,74,63,93,98,94,102,93,97
CCCCCN(CCCCC)CCC(O)c1cccc2ccccc12 (stereo not given),56,73,76,62,39,54,68,42,54
C#C[C@]1(CO)O[C@@H](n2cnc3c(N)nc(F)nc32)C[C@@H]1O,103,93,96,102,96,94,91,105,100
O=C(Nc1ccc(NS(=O)(=O)c2ccccc2)c(Cl)c1)c1ccccc1,93,96,94,100,103,105,116,102,102
Clc1nn2c(Cn3cnc4c(Nc5ccccc5)ncnc43)nnc2c2ccccc12,78,64,89,99,76,96,99,95,97
c1cc(-c2cnn(-c3ccc4cc(OCCN5CCCCC5)ccc4c3)c2)ccn1,77,75,82,87,56,83,104,96,88
CCC[C@@]12Cc3ccccc3N[C@@H]1N(C)c1ccccc12,94,85,104,94,85,98,94,102,107
Cc1ccc(C(=O)CCCC(=O)c2ccc(C)cc2C)c(C)c1,101,x,101,101,100,103,99,116,101
c1cc(OCCCCCOc2cccc(-c3nc4ccccc4[nH]3)c2)cc(-c2nc3ccccc3[nH]2)c1,12,31,22,8.9*,7.4*,13,14,9.0*,28
O=S(=O)(O)c1cc(N=Nc2ccc(O)c3ccccc23)ccc1/C=C/c1ccc(N=Nc2ccc(O)c3ccccc23)cc1S(=O)(=O)O,118,99,109,104,111,103,120,123,115
Cc1ccccc1N=Nc1c(S(=O)(=O)O)cc2cc(NC(=O)Nc3ccc4c(O)c(N=Nc5ccc6cc(S(=O)(=O)O)ccc6c5)c(S(=O)(=O)O)cc4c3)ccc2c1O,105,108,132,103,100,114,91,x,93
CCOC(=O)/C=C1/SC(N2CCCCC2)C(=O)N1CC (stereo not given),102,109,90,111,98,108,103,105,88
O=C1CCC23N=CC(c4ccc(Cl)cc4)(O2)C(=O)c2ccccc2N13 (stereo not given),92,85,98,96,100,103,100,97,99
c1ccc2c(c1)OCCC2(c1c[nH]c2ccccc12)c1c[nH]c2ccccc12,69,56,82,65,48,78,113,51,86
FC(F)(F)Sc1ccc(/C=C/c2cc(/C=C/c3ccc(SC(F)(F)F)cc3)on2)cc1,99,100,111,95,77,103,96,101,97
COc1ccc(CNc2ccc(NCc3ccc(OC)c(OC)c3OC)cc2)c(OC)c1OC,106,101,98,93,109,100,101,101,101
O=C(Nc1ccc(-n2cc(-c3ccncc3)c(-c3ccc(O)c(Cl)c3)n2)cc1)c1cc(Cl)cc(Cl)c1,11,61,50,24,18,34,39,-11*,13
COc1ccccc1N1C(=O)CSC1=S,78,70,105,95,105,92,x,120,92
C=C(C)[C@@H]1CC[C@]2(CO)CC[C@]3(C)[C@H](CC[C@@H]4[C@@]5(C)CC[C@H](O)C(C)(C)[C@@H]5CC[C@]43C)[C@@H]12,90,3.7*,48,49,1.9*,55,x,71,-33*
Cn1c2ncccc2c2c3c(c4c5ccccc5ccc4c21)C(=O)NC3=O,75,115,95,x,100,91,111,118,91
C[C@@]1(O)CCCC[C@H]1O,108,105,106,105,105,x,111,90,107
COC(=O)c1nc(=S)[nH]c(C(=O)OC)c1C(=O)c1cccnc1,104,81,101,114,105,105,104,99,87
CCCCC(C(=O)O)c1ccccc1 (stereo not given) (tested in a mixture with another compound),106,85,103,96,96,105,101,103,106
COc1ccc(CCNC(=O)c2c(C)n([O-])c3ccc(F)cc3[n+]2=O)cc1,101,87,101,98,94,99,96,102,101
COc1ccc(-n2cc(CSc3nnc(Cn4c(C(F)(F)F)nc5ccccc54)o3)nn2)cc1,93,95,92,95,98,93,95,101,x
Nc1nc(SCc2ccc([N+](=O)[O-])cc2)c2ncn(C3OC(CO)C(O)C3O)c2n1 (stereo not given),103,93,100,108,103,101,107,95,114
Cc1cc(=O)c2c(C)ccc(C)c2[nH]1,101,101,100,130,96,104,91,91,107
Brc1ccc(-c2csc(NN=C3c4ccccc4-c4ccccc43)n2)cc1,91,63,98,95,93,94,112,95,99
CCOC(=O)c1cc(C(=O)c2cc(OC)c(OC)c(OC)c2)n2ccc(-c3cc[n+](CC(=O)c4cc(OC)c(OC)c(OC)c4)cc3)cc12,83,76,32,45,-61*,-65*,109,94,30
COc1cc2c(cc1-c1c(C)noc1C)ncc1nc(C3CCCCC3)n(C3CCC(OC(F)F)CC3)c12 (stereo not given),25,23,56,39,25,58,43,34,47
COc1ccc(/C=c2\c(=O)n(-c3ccccc3)c3nnc(-n4ncc(C#N)c4N)n23)cc1,105,85,96,97,98,98,102,x,98
COc1ccc(/C(C)=C(\c2ccc(Cl)cc2)c2ccc(OCCN3CCOCC3)cc2)cc1,88,101,98,96,74,86,103,99,99
Cc1cc(C)n(C(=O)Cn2cnc3sc(C(N)=O)c(C)c3c2=O)n1,113,108,103,114,103,101,97,x,101
C[C@@H](C[C@H](CCOC(=O)N1CCOCC1)c1ccccc1)c1ccoc1,89,101,97,103,92,100,87,98,101
COc1ccc(Sc2nc(NC3CCCC3)nc(Sc3ccc(OC)cc3)n2)cc1,49,98,95,81,64,79,100,x,99
Cc1c(NC(=O)CCl)c(=O)n(-c2ccccc2)n1C,95,93,108,110,103,104,103,111,94
CCN(CC)C(C)(C)COC(=O)c1ccc(N)cc1,105,103,105,107,100,102,101,121,103
Cc1cc(C)c(N2C(=O)CC(Nc3ccc(Cl)c(Cl)c3)C2=O)c(C)c1 (stereo not given),94,97,100,103,101,100,110,96,94
O=C(CSc1nnc(COc2cnc3ccccc3n2)o1)Nc1ccc(Cl)c(Cl)c1,97,87,102,98,93,99,96,91,100
CSC(=O)NNC(=O)c1ccncc1,103,102,119,103,108,101,103,x,91
